Screens (PubChem BioAssay)
FBPA Giardia inh: inhibitors of Giardia lamblia fructose-1,6-bisphosphate aldolase | A8B2U2 | purified Giardia FBPA | Potency, µM (highest dose often 59.6 µM), inactives show at the highest dose activity, negative = inhibition, usual class: inhibitors | 290,000 tested, 0.71% active; further: potency means the concentration at half of the fitted maximal effect; on the % scale 0 is the no-effect control and ±100 the full control effect; nearly all actives have a fitted effect of over 55% in size
Target sequence (A8B2U2 whole entry, looked up): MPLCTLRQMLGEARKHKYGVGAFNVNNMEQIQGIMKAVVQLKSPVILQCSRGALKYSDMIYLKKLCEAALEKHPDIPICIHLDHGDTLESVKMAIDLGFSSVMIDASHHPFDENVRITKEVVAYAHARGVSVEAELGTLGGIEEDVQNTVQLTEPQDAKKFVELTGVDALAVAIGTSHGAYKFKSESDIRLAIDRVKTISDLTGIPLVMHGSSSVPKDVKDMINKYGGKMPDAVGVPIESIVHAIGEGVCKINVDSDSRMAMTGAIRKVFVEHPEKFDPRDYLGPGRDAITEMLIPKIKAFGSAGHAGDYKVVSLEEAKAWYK
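Giardia FBPA (40 nM reagent) was preincubated 10 min at RT with compound (up to 57.5 uM final), then substrate plus GAPDH/TPI/NAD/arsenate coupling system with diaphorase/resazurin was added; resorufin fluorescence (525/598 nm) was read after 20 min.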
Pf growth 96h: P. falciparum growth inhibition at 96 hour, primary screen for plastid delayed-death inhibitors | Potency, µM (highest dose often 28.7 µM), for inactives: top-dose activity change, negative = inhibition, hits mostly inhibitors | P. falciparum luciferase reporter growth, 96 h | 320,000 tested, 6.9% active | AID 504834; further: potency means the concentration at half of the fitted maximal effect; on the % scale 0 is the no-effect control and ±100 the full control effect
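Two-generation exposure (96 h) targets delayed-death phenotype. Reporter parasites carrying integrated firefly luciferase, in red cells at 2% hematocrit and 0.05% parasitemia final, kept at 37 C, 5% CO2; luminescence loss indicates inhibition.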
Pf growth 48h: P. falciparum growth inhibition at 48 hours (one generation); P. falciparum luciferase growth in erythrocytes, 48 h; 310,000 tested, 5.9% active; Potency, µM (highest dose often 28.7 µM), for the others: at the highest dose activity change, negative = inhibition, usual class: inhibitors; further: potency means the concentration at half of the fitted maximal effect; on the % scale 0 is the no-effect control and ±100 the full control effect
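First compound was added to culture medium, then infected red cells at 0.1% parasitemia and 2% hematocrit (final). After incubation at 37 C under 5% CO2, luciferase detection reagent was dispensed and light output recorded.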
HCV inhibitor: HCV inhibition. Potency, µM (titrated, usually from 41.8 µM), for the others: at the highest dose activity change, negative = inhibition, usual class: inhibitors. AID 651820. Huh7.5.1 HCVcc-Cre infection, luciferase reporter, 44 h. 340,000 tested, 3.4% active; further: potency means the concentration at half of the fitted maximal effect; on the % scale 0 is the no-effect control and ±100 the full control effect
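Compounds are dispensed onto cells plated 4 h earlier at 1,000 per well, with HCVcc-Cre virus (about 0.5 moi) added next. Following 44 h of culture, luminescent signal is measured for 15 sec after 15 min with substrate at room temperature.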
CHX counter: counter-screen for Shiga toxin inhibitors: cycloheximide protein synthesis inhibition; cell reporter, cycloheximide protein synthesis inhibition counterscreen; max response, %; 300,000 tested, 12% active; AID 2314; in the data active means max response mostly above about 13%, no sharp cut-off; inactive means mostly below about 14%; further: read at 38.3 µM for the half of the compounds with a filed dose; 0% is about no effect
Shiga inhibitor: blocks Shiga toxin action in Vero cells | Vero cells, Shiga toxin protein synthesis inhibition reporter | 290,000 tested, 9.2% active | inhibition, % at 38.7 µM; in the data active means inhibition mostly above about 28%, no sharp cut-off; inactive means mostly below about 43%; further: 0% is about no effect
* marks the source's active call; other numbers are inactive results; ? = inconclusive; / = not tested or not shown; + = active, no number; & = joins results of further samples; [ ] = another dose, or the depositor's remark. Unless noted, the call rests on the fitted dose curve; in most records, active means well fitted curve in the direction sought with a large enough effect; inconclusive means small, poorly fitted or top-dose-only effect, or another doubt; inactive means no such curve, though single readings can be large; an effect the other way counts as inactive or inconclusive. Outcome played no part in choosing rows; about 24% have a hit in one of these screens.

Each structure is followed by: HCV inhibitor	Pf growth 48h	CHX counter	FBPA Giardia inh	Pf growth 96h	Shiga inhibitor
C=CCOC(=O)CSCC(NC(=O)OC(C)(C)C)C(=O)OCC (configuration not stated)
    2%	-11%	-2	4%	33%[activator]	-6
CCn1cc(C(=O)OCC(=O)c2cc(C)n(-c3cccc(C(F)(F)F)c3)c2C)c(=O)c2ccc(C)nc21
    18%	-17%	13	17%	?	11
c1ccc(Cc2ccc(OCCN3CCOCC3)cc2)cc1
    -26%	7%	21*	?	50%[activator]	55*
CC(NC(=O)COC(=O)c1cc2ccccc2cc1O)c1ccccc1 (configuration not stated)
    -9%	4%	/	/	60%[activator]	/
CCOc1ccc(Nc2nc3c(c(=O)[nH]2)CCC3)cc1
    18%	?	-4	-8%	?	-7
Nc1c(Cl)cc(C2=NCCn3nc4cc([N+](=O)[O-])ccc4c32)cc1Cl
    ?	?	/	/	?	/
Cc1ccc(S(=O)(=O)CC(=O)N2CCCCCC2)cc1
    15%	14%	11	3%	?	14
COCCCn1c(SCC(=O)c2ccccc2)nc2ccccc2c1=O
    ?	-21%	14	1%	?	19
COc1cccc(C2CCCCN(C)C2=O)c1 (configuration not stated)
    -1%	?	-3	0%	8%	7
O=c1c(C=Nc2cccc(C(F)(F)F)c2)c[nH]n1-c1cccc(Cl)n1
    9%	8%	-2	3%	1%	-3
CC(=O)NS(=O)(=O)c1ccc(NC(=O)/C=C/c2cn(-c3ccccc3)nc2-c2ccccc2)cc1
    13%	9%	-1	-4%	-27%	-7
N#Cc1cc(-c2ccccc2)cnc1Sc1ccccc1
    ?	30%[activator]	27*	3%	41%[activator]	55*
COc1ccc(CCN=C(N)NS(=O)(=O)c2ccc(OC)cc2)cc1
    9%	4%	-5	6%	?	-9
CC/C(C)=N\Nc1nc(-c2cc3cc(OC)ccc3oc2=O)cs1
    8.9µM*	51%[activator]	34*	-18%	167%[activator]	73*
O=C(COC(=O)c1ccc(S(=O)(=O)NCc2ccco2)cc1)NCc1ccc(F)cc1
    -5%	-27%	/	/	-18%	/
N#Cc1c(-c2ccccc2)nc(SCc2nc(N)nc(N3CCCCC3)n2)[nH]c1=O
    -11%&13%	0%	-1	-1%	?	-14
O=C(N/N=C/c1c[nH]c2ccccc12)c1cc(-c2ccccc2)n[nH]1
    ?	-5%	7	5%	1%	22
CCOc1ccc(S(=O)(=O)N2CCCCC2)cc1NC(=O)CN1C(=O)NC(C)(c2ccccc2)C1=O (configuration not stated)
    ?	?	/	/	?	/
Cn1c(=O)c2cn(-c3ccc4c(c3)OCCO4)cc2n(C)c1=O
    -2%	45%[activator]	67*	?	?	62
COc1ccccc1C1CC(c2c(-c3ccccc3)c3cc(Cl)ccc3[nH]c2=O)=NN1S(C)(=O)=O (configuration not stated)
    ?	12µM*	-3	/	?	14
Cc1ccc(NC2CC(=O)N(Cc3ccccc3)C2=O)cc1 (configuration not stated)
    9%	20%	1	2%	/	-4
CCn1cc(S(=O)(=O)c2ccccc2)c(=O)c2cc(F)c(N3CCN(C)CC3)cc21
    12%	-12%	-7	/	?	-1
COc1ccccc1C(=O)N/C(=C/c1ccc2c(c1)OCO2)C(=O)Nc1cccc(C(=O)O)c1
    16%	26%	-2	3%	?	-9
Cc1ccc(C)c(N2CCN(C(=O)c3ccc(Cn4c(=S)[nH]c5ccc(N6CCOCC6)cc5c4=O)cc3)CC2)c1
    ?	2.6µM*	24	-11%	4.1µM*	34
O=C(CSCc1ccc([N+](=O)[O-])cc1)Nc1ccc(S(=O)(=O)N2CCCCCC2)cc1
    -24%	?	-5	1%	10µM*	9
Cc1ccc(-n2ncc3c(=O)n(CC#N)cnc32)cc1
    9%	17%	2	2%	?	64
COc1cccc(CNC(=O)C(NS(=O)(=O)c2ccc3c(c2)CCN3C(C)=O)C(C)C)c1 (configuration not stated)
    0%	-10%	24*	/	-11%	29
O=C(CSc1cnc2ccccc2n1)NC1CCCC1
    -14%	/	5	8%	28%	44
O=S(=O)(c1ccc(Br)c2ccccc12)N1CCCC1
    -17%	3%	-2	12%	11%	3
N#Cc1cccc(-c2cn(S(=O)(=O)c3ccc(Cl)cc3)nc2N)c1
    ?	?	-3	0%	14%	-9

Profiles from above:
Cc1ccc(NC2CC(=O)N(Cc3ccccc3)C2=O)cc1 (configuration not stated) is entered as HCV inhibitor: 9%; Pf growth 48h: 20%; CHX counter: 1; FBPA Giardia inh: 2%; Pf growth 96h: /; Shiga inhibitor: -4
O=S(=O)(c1ccc(Br)c2ccccc12)N1CCCC1 is entered as HCV inhibitor: -17%; Pf growth 48h: 3%; CHX counter: -2; FBPA Giardia inh: 12%; Pf growth 96h: 11%; Shiga inhibitor: 3

Additional entries follow.
Each structure is followed by: HCV inhibitor	Pf growth 48h	CHX counter	FBPA Giardia inh	Pf growth 96h	Shiga inhibitor
O=C(c1cnn2ccccc12)N(Cc1ccco1)C1CCCC1
    -10%	/	1	1%	10µM*	-6
COc1cccc(C(=O)Nc2ccc(NC(=O)C3CCCCC3C(=O)O)cc2)c1 (configuration not stated)
    16%	-4%	39*	/	-20%	21
CCN1CCCC1CNC(=O)c1cn(C)c2ccc(S(=O)(=O)N3CCCCCC3)cc2c1=O (configuration not stated)
    ?	-12%	-4	2%	-12%	-5
CCOCCCN(C(=O)c1snc(C(N)=O)c1N)C(C(=O)NC1CCCC1)c1ccc(O)c(OC)c1 (configuration not stated)
    3%	-14%	-3	-1%	-5%	20
Cc1cc(C(=O)Nc2ccccc2Cl)n(-c2ccccc2)n1
    -15%	6%	9	1%	33%[activator]	-5
CCc1ccc(NS(=O)(=O)c2cccs2)cc1
    -18%	13%	10	-3%	/	14
CCC(C)C(=O)Nc1ccc(OC)cc1OC (configuration not stated)
    18%	/	-3	-1%	10%	-1
CCn1cc(C(=O)N(C)CC(OC)OC)c(=O)c2cc(S(=O)(=O)N3CCOCC3)ccc21
    15%	16%	-2	/	6.6µM*	-3
Cc1cc(C)c(S(=O)(=O)NCc2cn3c(C)csc3n2)cc1C
    15%	?	10	-2%[12.9 µM]	150%[activator]	19
CCOC(=O)C1=C(C)NC(C)=C(C(=O)OCC)C1C(=O)OCC(=O)N1CCCCC1C (configuration not stated)
    7%	?	/	/	?	/
CC(=O)Oc1cccc2c1C(=O)c1c(OC(C)=O)cc(C(=O)O)cc1C2=O
    7.1µM*	3%&-3%	-1	?	0%&-18%	-11
COc1ccc(C(=O)Oc2cc(C)[nH]c(=O)c2[N+](=O)[O-])c(OC)c1
    13%	64%[activator]	-4	-14%	76%[activator]	-11
O=C(O)c1ccc(/C=N\Nc2ccc(S(=O)(=O)N3CCOCC3)cc2[N+](=O)[O-])cc1
    7%	?	-3	14%	-1%	-3
CC(C)(C)c1ccc(C(=O)C2CCCN(C3CCC3)C2)cc1 (configuration not stated)
    -24%	?	1	5%	-29%	9
Cc1ccc(/C=N\NC(=O)Cn2nnc3ccccc32)o1
    8%	/	-4	-11%	21%	-6
CCOc1ccc(CCNC(=O)CCS(=O)(=O)c2ccc(Cl)cc2)cc1OCC
    -26%	3%	-2	/	?	-15
COC(=O)Nc1ccc(S(=O)(=O)N2CCCC(C(=O)Nc3cccnc3)C2)cc1 (configuration not stated)
    9%	/	4	0%	?	-14
O=C(COc1coc(CN2CCN(c3ccccc3)CC2)cc1=O)Nc1ccc(F)cc1
    ?	?	/	/	0%	/
Cc1ccc(-c2nnc(CSc3nc(C(C)C)nc4sc(C)c(C)c34)o2)cc1
    4%	0%	4	-4%	?	-8
COc1ccc(S(=O)(=O)N(C)C)cc1NC(=O)CCNC(=O)c1ccco1
    7%	0%	-10	0%	16%	-3
O=C(CSc1cccs1)NCCc1ccccc1
    -8%	28%	42*	-1%	45%[activator]	+
O=C(Cn1cnc2ccccc2c1=O)OCCCCN1C(=O)c2ccccc2C1=O
    7%	/	-3	2%	-29%	-8
CC1CCN(CCCNC(=O)CCNC(=O)Cn2cnc3ccccc3c2=O)CC1
    3%	4%	0	0%	0%	-13
N#CC(C(=O)Nc1ccccc1)=C1Nc2ccccc2N1
    ?	41%[activator]	30	-15%	/	75*
O=C(Cc1ccc([N+](=O)[O-])cc1)N/N=C/c1ccco1
    9%	-10%	8	2%	0%	-23
CCOC(NC(=O)c1ccccc1)C(NC(=O)c1ccccc1)OCC (configuration not stated)
    12%	25%	6	-1%	/	-1
COc1ccc(C(=O)OCC(=O)Nc2ccc(OC)c(S(=O)(=O)N3CCCCC3)c2)cc1[N+](=O)[O-]
    ?	-21%	/	/	7%	/
Cc1ccc(-n2ncc3c(=O)n(CC(=O)NCc4ccco4)cnc32)cc1
    11%	-9%	-2	7%	?	8
O=C(Nc1ccc2c(c1)OCO2)C1CCCN1C(=O)NCc1ccccc1 (configuration not stated)
    7%	8%	3	8%	?	-2
O=C(CCC1CCCCC1)Nc1ccc(C(=O)c2ccncc2)cc1
    ?	-5%	-3	-8%	?	30
COc1cc(-c2cc(C(=O)NN3CCN(C)CC3)c3ccccc3n2)cc(OC)c1OC
    1%	?	-3	-1%	-16%	10
COc1ccc(OCC(=O)Nc2nc3ccccc3[nH]2)cc1
    1%	/	22*	-9%	52%[activator]	38*
O=C(NC1CCCCC1)C(c1ccco1)N(CCc1ccccc1)C(=O)C(F)(F)F (configuration not stated)
    2%	?	-1	-5%	2%	-3
CCN1CCN(Cc2ccc(NC(=O)c3cc(NC(=O)N4CCNC4=O)cc(OC)c3)cc2C(F)(F)F)CC1
    ?	5.2µM*	-4	5%	4.1µM*	-4
CC1=CCC(C(=O)O)C(C(=O)Nc2ccc(-c3nc4ccc(C)cc4s3)cc2)C1 (configuration not stated)
    3%	243%[activator]	54*	22%	/	104*
CCCc1nn(C)c(C(=O)Nc2ccccc2)c1Cl
    -27%	209%[activator]	92*	10%	289%[activator]	72*
Cc1ccc(Cl)cc1NC(=O)CC1NCCNC1=O (configuration not stated)
    18%	-5%	-2	4%	-11%	-3
CCCNC(C)C(=O)Nc1ccccc1C (configuration not stated)
    -1%	/	0	-1%&1%&1%	/	-7
CCN(C(=O)CSc1nnc(Nc2ccccc2C)s1)C1CCS(=O)(=O)C1 (configuration not stated)
    31%[activator]	?	-1	2%	?	-5
Cc1ccc(NC(=O)c2ccc(NC3=NC4CS(=O)(=O)CC4S3)cc2)cc1 (configuration not stated)
    1%	1%	1	/	7%	-1
Cc1occc1C(=O)OCC(=O)Nc1ccc(F)cc1
    -10%	76%[activator]	36*	-1%	101%[activator]	75
Cc1ccccc1C(=O)Oc1ccc2ccc(O)cc2c1
    -9%	217%[activator]	59*	-17%	123%[activator]	/
Cc1ccc(-c2ccc(/C=N/N3C(=O)C4C5C=CC(C6CC56)C4C3=O)o2)c([N+](=O)[O-])c1 (configuration not stated)
    ?	9%	3	-3%	52%[activator]	16
COc1cc(/C=C/C(=O)O)ccc1OS(=O)(=O)c1ccc(C)cc1
    22%	-16%	0	21%	2%	20
CN1C(C(=O)Nc2ccccn2)=C(O)c2sccc2S1(=O)=O
    -4%	?	-2	?	?	-11
O=C(/C=N/O)NCCCn1ccnc1
    12%	2%	-2	-4%	/	17
Cc1nc2ccc(S(=O)(=O)NCC(=O)N(C)Cc3ccco3)cc2s1
    -4%	-20%	1	1%	/	-6
Cc1ccc(O)c(CO)n1
    20%	-19%	-2	1%	13%	-6
Cc1ccc(C)n1NC(=O)c1ccccc1
    2%	4%	-5	4%	?	-9
Cc1onc(-c2ccccc2)c1C(=O)Nc1ccc(OC(C)C)cc1
    -15%	3%	-1	-1%	-9%	-2
